# Source: PubChem BioAssay
# WT yeast gro inh = growth inhibition of WT yeast, mitochondrial fusion screen; mitochondrial fusion phenotypic screen, WT strain; inhibition, % at 10 µM; actives 2.1% (n = 190,000); AID 1362; in the data active = inhibition above about 58%; tested in S. cerevisiae
# Yfh1-off respiration = enhancers of respiration in Yfh1-depleted yeast, dose response, Friedreich's ataxia, plus single-dose screen (AID 1465) | S. cerevisiae Yfh1-off respiration, WST-1 reduction, 72 h; higher fold induction means a stronger effect | one-dose fold induction at 50 µM; EC50 in µM for titrated hits | actives 0.074% (n = 220,000);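 active = fold induction of absorbance versus untreated yeast above a set limit, then at least 30% activation at any dose in follow-up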;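 also: activators that raise dye reduction in frataxin-depleted yeast; strong numbers were not always called active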
# human PMI inhibitors = MPI inhibition at elevated mannose 6-phosphate – biochemical, fluorescence intensity, high mannose 6-phosphate, primary screen (AID 1220); recombinant PMI enzyme, coupled fluorescence intensity; higher % means a stronger effect; inhibition, % at 20 µM, or IC50 in µM where a hit was titrated; actives 0.66% (n = 190,000)
# Dynein cargo inh = blocks dynein driven cargo transport along microtubules; 3617.4 mouse cells, GR-EGFP nuclear translocation imaging; test concentration mostly 20 µM; stimulated with dexamethasone, 1 µM; active compounds read low; z-score, hits read low; actives 0.47% (n = 220,000); AID 1381;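 active = plate z-score of nuclear minus cytoplasmic receptor signal below a set negative limit, without overly bright fluorescence or cell loss, cut at about -3.5 in these data, passing the limit was not always enough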;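 also: z-score of nuclear minus cytoplasmic ring GR-EGFP intensity difference per well; some compounds called inactive have numbers as strong as hits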
#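 medium = tetracycline-free induction medium containing charcoal-stripped FBS | also added = 1.0 µM final dexamethasone stimulus | schedule = 48 h induction, 1 h compound, 30 min dex at 37 °C | technique = fixed, Hoechst-stained cells imaged at 10x for EGFP | measure = GR-EGFP nuclear translocation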
# human PMI inhibition = inhibitors of human PMI, primary screen, biochemical, fluorescence intensity, coupled assay (AID 1209); purified PMI enzyme, coupled fluorescence intensity; higher % means a stronger effect; inhibition, % at 20 µM; hits with a dose series show IC50 in µM; actives 0.42% (n = 190,000);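 also: plate controls were DMSO vehicle for no effect and wells lacking substrate for full effect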
# Insulin prom up = MIN6 insulin promoter up-regulation | MIN6 insulin promoter-GFP reporter, high-content imaging; active compounds read high | z-score at 5 µM | actives 0.3% (n = 190,000);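 active = z-score above 3 at 5 µM with at least 500 cells counted in the well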
# bCat nuc transl = alters nuclear translocation of beta-catenin in HeLa cells | immunofluorescence imaging | nuclear translocation activity, % at 5 µM | actives 0.3% (n = 190,000);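 active = nuclear translocation activity above 50% at 5 µM, with a well cell count of 50 or more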;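 also: per-cell ratio of nuclear to cytoplasmic median beta-catenin stain intensity; plate controls were DMSO negative control for no effect and GSK-3 inhibitor IX positive control for full effect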
#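 Test system: HeLa cells, endogenous beta-catenin; Compound: single 5 µM dose plus 0.02–20 µM confirmation series; Times: compound exposure 24 h at 37°C; Signal: fluorescence imaging of beta-catenin antibody stain plus DAPI; Read-out: % activation, nuclear-to-cytoplasmic median beta-catenin signal ratio per cell.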
# Autophagy mod = autophagy modulation, high-content screen; actives 0.98% (n = 190,000); MEF GFP-LC3 puncta imaging; test concentration mostly 10 µM; calls only at 10 µM (by protocol); AID 463193;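 active = percentage of spot-positive cells more than 3 SD above its plate mean, without a fluorescence outlier flag or 80% toxicity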;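 also: spot-positive cell cutoff set from DMSO-treated cells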
# MT stabilizer = stabilizes microtubules in HeLa cells. HeLa tubulin immunostaining HCS, 24 h; share of cells brighter than vehicle mean+2SD. % tubulin-high responders, % at 10 µM. actives 0.83% (n = 200,000). AID 2205;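 active = plate Z-score above 3 for both tubulin-high and condensed-nucleus cell shares, with cell loss under 80%, at 10 µM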;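 also: anti alpha tubulin signal scored within the nucleus-defined area of each cell; some results filed as inactive read as strong as hits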
# WT yeast gro inh mutant strain = further read-out of WT yeast gro inh, marked with its call; inhibition, %; mitochondrial fusion phenotypic screen, mutant strain inhibition
# Dynein cargo inh cytoplasmic EGFP = further read-out of Dynein cargo inh, marked with its call; z-score; measured here: cytoplasmic GR-EGFP intensity; active compounds read high
# Dynein cargo inh nuclear GR-EGFP = further read-out of Dynein cargo inh, marked with its call; z-score; measured here: nuclear GR-EGFP intensity;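 lower value marks the stronger effect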
# Dynein cargo inh cell count = second read-out of Dynein cargo inh, no call of its own (marks repeat the call); z-score; measured here: cell count per field
# Insulin prom up cell count = second read-out of Insulin prom up, no call of its own (marks repeat the call); cell count; measured here: cytotoxicity, nuclei count;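 total cells summed across four imaged fields per well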
# bCat nuc transl cell count 5 µM = also measured in bCat nuc transl; calls as there; cell count; measured here: cell count, cytotoxicity flag
# MT stabilizer Hoechst-high % = also measured in MT stabilizer; calls as there; % Hoechst-high responders; measured here: nuclear condensation Hoechst responders;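 share of cells brighter than vehicle mean plus two SD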
# MT stabilizer cytotoxicity % = further read-out of MT stabilizer, marked with its call; toxicity, %; measured here: cytotoxicity by cell density;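 0% = mean cell density of plate MIN control wells and 100% = no cells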
# Autophagy mod cell loss 18 h = further read-out of Autophagy mod, marked with its call; toxicity, %; measured here: cell loss, nuclei count;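 cell loss after 18 h compound exposure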
# * = called active by the depositor; i = inactive; nt = not tested or not shown. Rule as the data show it, unless noted: active = inhibition above about 50%; inactive = the rest.
SMILES,WT yeast gro inh,WT yeast gro inh mutant strain,Yfh1-off respiration,human PMI inhibitors,Dynein cargo inh,Dynein cargo inh cytoplasmic EGFP,Dynein cargo inh nuclear GR-EGFP,Dynein cargo inh cell count,human PMI inhibition,Insulin prom up,Insulin prom up cell count,bCat nuc transl,bCat nuc transl cell count 5 µM,Autophagy mod,Autophagy mod cell loss 18 h,MT stabilizer,MT stabilizer Hoechst-high %,MT stabilizer cytotoxicity %
Cc1ccc(CN2C(=O)CCC2C(=O)NCc2ccco2)cc1 (stereo unspecified),5.1,-36.4,i,-1.7%,0.0443,-0.0772,-0.37,1.11,-2.8%,-0.6,1656,1.0,1360,i,12.3,9.4,2.9,12.6
CC(=O)Nc1ccccc1C(=O)C(=O)Nc1ccccc1,-14.2,-9.7,i,-12.8%,-0.508,-0.0859,-0.354,-0.0798,3.9%,0.47,1479,-2.2,1043,i,-0.4,6.0,2.8,4.1
COc1cccc(NC(=O)CSc2nnc(CN3CCOCC3)n2C)c1,2.1,-2.8,i,-3.6%,-0.687,-0.094,-0.132,0.101,-2.3%,0.54,1552,-3.5,1335,i,-4.8,1.8,1.6,12.6
O=C(CSc1nnc2n1CCCCC2)Nc1ccc(N2CCOCC2)cc1,nt,nt,i,nt,0.33,-0.225,0.838,-0.67,nt,-0.23,858,-0.4,1334,nt,nt,nt,nt,nt
c1cncc(CSc2nnc3ccc(-c4cccs4)nn23)c1,-8.9,5.2,i,-1.8%,1.14,-0.344,0.951,0.0797,-16.2%,0.63,1178,-0.3,1026,i,5.1,2.5,3.2,8.0
Cc1c(NC(=O)CN2c3cccc4cccc(c34)S2(=O)=O)c(=O)n(-c2ccccc2)n1C,-13.7,-1.1,i,5.0%,-0.55,-0.263,-0.427,0.358,-7.8%,0.01,1615,-0.7,1077,i,-14.8,3.2,2.8,10.0
CC(C)(C)NCCOCCOc1ccc(Cl)cc1C(C)(C)C,43.1,41.4,i,-1.3%,2.25,0.654,0.326,-1.33,-2.1%,-0.15,1505,0.0,1516,i,-10.1,4.2,2.1,1.6
Cc1ccc(-n2ncc(C#N)c2/N=C/N(C)C)cc1,-1.1,-2.2,i,-5.9%,-0.127,0.034,0.297,-1.49,4.7%,-0.9,984,-2.5,1096,i,-14.6,3.5,1.3,4.1
Cc1cc(NC(=O)C2CC2)ncc1NC(=O)c1ccccn1,0.3,4.5,i,4.4%,-0.258,-0.255,-0.0271,-0.451,6.5%,-0.34,1418,-0.8,1569,i,11.2,2.9,1.7,8.3
CCOc1ccc(OCC)c(NC(=O)CN2CCN(c3cccc(C)c3)CC2)c1,10.9,1.4,nt,5.9%,2.66,-0.235,1.56,0.477,16.7%,nt,nt,0.2,1195,i,12.8,3.5,2.0,1.8
COc1ccc(-c2cc(C(=O)OCC(=O)c3c(N)n(C)c(=O)n(C)c3=O)c3ccccc3n2)cc1,8.9,-13.7,i,10.1%,1.17,-0.0664,0.764,0.29,7.4%,-0.26,1301,-0.5,1094,i,-7.6,11.7,4.3,0.6
Cc1ccc(C)c(NC(=O)CSc2nnc(-c3ccncc3)o2)c1,nt,nt,i,nt,-0.381,-0.199,-0.222,-0.167,nt,-0.44,1093,0.5,1336,nt,nt,nt,nt,nt
O=C(Cn1nc(-c2ccc(Cl)cc2)c2ccccc2c1=O)NCC1CCCO1 (stereo unspecified),-16.0,4.6,i,-8.5%,-0.152,-0.251,0.144,0.557,-17.8%,-0.06,1450,3.4,1415,i,-0.2,4.6,1.8,3.4
CCCCOc1c(Br)cc(/C=N/O)cc1OCC,69.0*,13.8*,nt,11.6%,-4.37,0.58,-2.2,-4.9,12.3%,nt,nt,-1.6,72,i,24.4,2.3,2.2,4.8
COC(=O)c1cc(Br)c(=O)n(-c2nccs2)c1,-0.7,-1.1,i,-6.2%,0.215,-0.177,0.468,0.441,-3.2%,-1.1,1161,1.0,871,i,-11.2,1.6,1.5,8.3
CCOC(=O)C1CCN(C(=S)Nc2ccccc2)CC1,11.4,6.7,i,-0.1%,-0.792,-0.222,-0.448,0.0684,5.5%,0.09,1477,0.8,1063,i,6.8,1.1,1.3,7.2
COc1cccc2cc(C(C)N(CCCN3CCOCC3)C(=O)Nc3ccccc3)oc12 (stereo unspecified),-13.3,14.5,i,-2.6%,-1.48,-0.256,-0.364,1.62,0.0%,-1.37,1131,1.1,1422,i,14.4,2.7,1.4,7.1
CC(C)CN1C(=O)c2ccc(NC(=O)Cc3ccccc3)cc2C1=O,-5.8,1.9,i,-1.4%,1.28,-0.293,1.28,-0.455,-4.5%,0.08,1505,-0.5,1475,i,3.8,4.0,2.4,7.9
COc1ccc(-n2c(SC3CCOC3=O)nc3ccccc32)cc1 (stereo unspecified),-1.6,-0.6,i,3.2%,-1.23,0.252,-0.156,-1.71,-1.1%,-0.16,1217,-3.6,907,i,0.4,4.0,2.7,11.0
O=C(COCC(=O)N1CCOCC1)N1CCOCC1,0.5,5.3,i,-14.0%,0.317,-0.255,0.0933,0.257,-19.5%,-0.17,1308,-2.8,1108,i,10.8,5.4,2.5,2.4
O=C(Nc1cccnc1)/C(N=Nc1cccnc1)=C(\O)c1ccccc1,1.6,4.4,i,16.5%,-0.0692,-0.15,-0.246,-0.167,15.0%,-0.67,1418,-1.9,1111,i,12.7,5.4,2.7,0.1
CC(NC(=O)c1cc(=O)[nH]c2ccccc12)c1ccccc1 (stereo unspecified),0.1,-10.6,i,-6.7%,-0.143,-0.37,-0.19,0.000561,-8.5%,-0.32,1630,-1.8,944,i,-1.2,1.2,2.5,1.6
O=C(c1ccccc1-c1ncc[nH]1)N1CCc2c([nH]c3ccccc23)C1c1ccccn1 (stereo unspecified),9.6,-9.3,i,12.0%,1.88,-0.169,0.892,-0.933,12.7%,0.23,1535,-3.7,997,i,9.3,4.2,2.0,8.8
O=[N+]([O-])c1ccc(OCc2cnc(Cl)s2)cc1,4.1,6.4,i,6.5%,-0.237,-0.279,0.00632,0.467,6.2%,-0.42,1453,0.6,1349,i,-1.1,4.5,2.1,3.1
COc1ccc(C2C(C#N)=C(N)OC3=C2C(=O)CC(C)(C)C3)cc1Cn1cc([N+](=O)[O-])cn1 (stereo unspecified),5.8,2.7,i,8.5%,0.778,-0.145,0.584,-1.02,12.5%,-0.25,1492,2.4,1144,i,-6.4,9.6,1.7,3.6
O=C(Nc1ccc(CN2CCCCC2)cc1)c1ccc(Br)o1,5.5,-20.3,i,-0.5%,-0.539,-0.144,0.0281,-0.734,9.4%,0.25,1379,nt,nt,i,-0.7,1.4,2.0,35.3
COc1ccccc1N1CCN(C(=O)NC23CC4CC(CC(C4)C2)C3)CC1,20.1,15.9,i,5.3%,-0.209,-0.329,0.449,0.317,5.2%,-0.05,1486,1.4,1438,i,11.6,4.9,2.9,5.6
CCOC(=O)N1CCC(NC(=O)C2CCN(S(=O)(=O)c3ccc4c(c3)oc(=O)n4C)CC2)CC1,-12.8,-6.0,i,-7.6%,-0.342,-0.347,-0.118,0.496,-2.6%,-0.09,1271,-0.6,1079,i,1.7,2.5,2.5,4.0
CN1CCN(C(=O)c2ccc(-c3cccs3)s2)CC1,nt,nt,i,nt,1.33,-0.242,0.622,-0.957,nt,0.82,1413,-2.9,1085,nt,nt,nt,nt,nt
CCOc1ncccc1C(=O)N1CCN(Cc2ccc3c(c2)OCO3)CC1,-14.9,-20.6,i,2.9%,-0.542,-0.224,-0.463,0.0921,0.0%,nt,nt,nt,nt,i,-7.0,2.8,2.4,4.8

# Record cards, as listed above.
# O=C(c1ccccc1-c1ncc[nH]1)N1CCc2c([nH]c3ccccc23)C1c1ccccn1 (stereo unspecified) is listed with WT yeast gro inh: 9.6; WT yeast gro inh mutant strain: -9.3; Yfh1-off respiration: i; human PMI inhibitors: 12.0%; Dynein cargo inh: 1.88; Dynein cargo inh cytoplasmic EGFP: -0.169; Dynein cargo inh nuclear GR-EGFP: 0.892; Dynein cargo inh cell count: -0.933; human PMI inhibition: 12.7%; Insulin prom up: 0.23; Insulin prom up cell count: 1535; bCat nuc transl: -3.7; bCat nuc transl cell count 5 µM: 997; Autophagy mod: i; Autophagy mod cell loss 18 h: 9.3; MT stabilizer: 4.2; MT stabilizer Hoechst-high %: 2.0; MT stabilizer cytotoxicity %: 8.8
# CC(NC(=O)c1cc(=O)[nH]c2ccccc12)c1ccccc1 (stereo unspecified) is listed with WT yeast gro inh: 0.1; WT yeast gro inh mutant strain: -10.6; Yfh1-off respiration: i; human PMI inhibitors: -6.7%; Dynein cargo inh: -0.143; Dynein cargo inh cytoplasmic EGFP: -0.37; Dynein cargo inh nuclear GR-EGFP: -0.19; Dynein cargo inh cell count: 0.000561; human PMI inhibition: -8.5%; Insulin prom up: -0.32; Insulin prom up cell count: 1630; bCat nuc transl: -1.8; bCat nuc transl cell count 5 µM: 944; Autophagy mod: i; Autophagy mod cell loss 18 h: -1.2; MT stabilizer: 1.2; MT stabilizer Hoechst-high %: 2.5; MT stabilizer cytotoxicity %: 1.6
